PKM2 act: activators of human pyruvate kinase M2; P14618; purified PKM2, Kinase-Glo ATP luminescence, activation; response scale: 0% is enzyme alone, no compound; Potency, µM (titrated, usually from 57.5 µM), for the others: top-dose activation, most hits filed as activators; actives 0.34% (n = 260,000); AID 1631; also: potency is read from the fitted curve at half-maximal effect; % is scaled to controls: 0 for no effect and ±100 for the full control effect; nearly all actives have a fitted effect of over 55% in size
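ATP formation by purified human PK-M2, quantified via coupled luciferase luminescence after 1 h at room temperature with 0.1 mM ADP and 0.5 mM PEP final.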
KCNH2 WT inh: blocks the wildtype human KCNH2 potassium channel. U2OS, BacMam KCNH2, thallium flux FluxOr; hits give low values. activity change, % at 1.84 µM. actives 0.37% (n = 340,000);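 active = maximum activity change below -70%; inconclusive = maximum activity change between -70% and -50%; inactive = maximum activity change above -50%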; also: % is scaled to controls: 0 for no effect and ±100 for the full control effect
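U2OS cells were transduced with wild-type KCNH2 virus (2.03 x 10^8 / mL) for 4 h at room temperature, then cultured overnight at 37 C. Thallium flux was read with FluxOr dye. Rate constants were normalized to DMSO controls.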
TRPV1 ag: human TRPV1 agonism. Q8NER1. TRPV1-expressing cells, Fluo-8 calcium influx, agonist mode. activation, % at 8.33 µM. actives 0.19% (n = 320,000); in the data active = activation above about 80%; inconclusive = between about 30% and that limit; also: 0% is about no effect
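TRPV1-expressing cells were cultured overnight at 35.5C and loaded with Fluo-8 calcium dye for 40 to 90 min at room temperature. After a 10 s baseline, compound was added and calcium influx was read kinetically for 3 min (ex 480/em 520 nm).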
Giardia kill: kills Giardia lamblia; Giardia lamblia trophozoite viability; activity change, % at 7.66 µM, hits read low; actives 0.15% (n = 340,000); in the data active = activity change below about -80%; inconclusive = between about -30% and that limit;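 also: parasites exposed to compound for two days anaerobically before the ATP read; % is scaled to controls: 0 for no effect and ±100 for the full control effect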
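Giardia lamblia trophozoites (100 cells/well) were incubated with compounds for 48 h at 37 deg C under anaerobic conditions. Viability was read as ATP content by one-step luminescence after 15-30 min at room temperature.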
B2AR arrestin: recruits beta-arrestin to the human beta2-adrenergic receptor | beta-arrestin recruitment to beta2AR, cell-based reporter | P07550 | actives 0.02% (n = 330,000) | Potency, µM (series often up to 46.1 µM), for inactives: at the top dose activation, usual class: activators;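 also: potency is read from the fitted curve at half-maximal effect; 0% = DMSO controls and full agonism = EC100 isoproterenol or metaproterenol; nearly all actives have a fitted effect of over 65% in size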
Target sequence (P07550 whole entry, looked up): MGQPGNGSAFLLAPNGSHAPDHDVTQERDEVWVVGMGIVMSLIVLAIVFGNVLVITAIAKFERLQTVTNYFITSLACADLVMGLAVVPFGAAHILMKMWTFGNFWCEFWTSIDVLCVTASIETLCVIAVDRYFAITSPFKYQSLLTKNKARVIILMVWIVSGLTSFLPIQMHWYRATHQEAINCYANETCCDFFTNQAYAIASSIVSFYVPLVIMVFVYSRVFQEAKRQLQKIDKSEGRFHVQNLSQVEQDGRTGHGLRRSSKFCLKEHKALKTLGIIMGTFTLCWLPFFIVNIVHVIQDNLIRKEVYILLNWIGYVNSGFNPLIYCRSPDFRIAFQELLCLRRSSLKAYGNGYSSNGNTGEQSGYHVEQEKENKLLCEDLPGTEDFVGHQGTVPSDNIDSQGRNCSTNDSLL
FBPA coupling cs: counter-screen for Giardia aldolase inhibitors: coupling enzyme system; coupling enzyme system counterscreen, AmpLite Red fluorescence; activity change, negative = inhibition, % at 58.2 µM, hits read low; actives 0.67% (n = 290,000); in the data active = activity change below about -30%; also: % is scaled to controls: 0 for no effect and ±100 for the full control effect
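Counterscreen lacking aldolase: glyceraldehyde-3-phosphate coupling-enzyme reagent preincubated 10 min at RT with compound (at 57.5 uM final), then substrate/coupling system with AmpLite Red added; fluorescence read at 525/598 nm after 20 min RT.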
USP2a block: inhibitors of human ubiquitin-specific protease USP2a; O75604; USP2 core, Ub-CHOP2 coupled fluorogenic reporter, 485/531; Potency, µM (titrated, usually from 38.3 µM), for inactives: at the top dose activity change, negative = inhibition, most hits filed as inhibitors; actives 0.01% (n = 330,000); AID 463254;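 also: potency is read from the fitted curve at half-maximal effect; plate controls were DMSO wells for no effect and full inhibition by NEM control for full effect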
Target sequence (O75604 whole entry, looked up): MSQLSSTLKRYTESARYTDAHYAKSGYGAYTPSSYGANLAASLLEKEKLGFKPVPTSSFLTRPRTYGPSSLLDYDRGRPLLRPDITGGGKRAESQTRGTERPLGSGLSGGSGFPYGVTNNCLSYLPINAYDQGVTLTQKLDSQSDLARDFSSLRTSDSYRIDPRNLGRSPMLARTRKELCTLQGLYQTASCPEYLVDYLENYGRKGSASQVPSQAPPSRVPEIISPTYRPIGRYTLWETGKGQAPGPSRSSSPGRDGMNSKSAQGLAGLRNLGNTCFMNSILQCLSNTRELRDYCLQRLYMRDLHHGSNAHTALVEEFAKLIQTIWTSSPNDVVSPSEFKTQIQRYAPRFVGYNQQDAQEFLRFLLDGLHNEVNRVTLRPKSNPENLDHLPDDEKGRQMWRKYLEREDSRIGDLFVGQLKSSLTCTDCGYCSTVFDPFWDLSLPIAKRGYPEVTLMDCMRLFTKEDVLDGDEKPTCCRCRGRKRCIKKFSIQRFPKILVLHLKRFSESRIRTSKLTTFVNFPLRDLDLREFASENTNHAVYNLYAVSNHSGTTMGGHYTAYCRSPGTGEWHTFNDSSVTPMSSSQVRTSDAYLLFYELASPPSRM
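USP2 core (10nM final) preincubated 30min RT with compound in 20mM Tris-HCl pH 8.0, 2mM CaCl2, 2mM beta-mercaptoethanol, 0.05% CHAPS; 25nM Ub-CHOP2 plus 25nM reporter substrate added, fluorescence (Ex485/Em531) read after 60min.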
GALK inh: inhibitors of human galactokinase; Potency, µM (titrated, usually from 57.5 µM), for inactives: at the top dose activity change, negative = inhibition, usual class: inhibitors; actives 0.007% (n = 270,000); P51570; Purified GALK, Kinase-Glo residual ATP luminescence; also: potency is read from the fitted curve at half-maximal effect; % is scaled to controls: 0 for no effect and ±100 for the full control effect
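Kinase-Glo Plus luminescence measured ATP left after a 1 h room-temperature reaction. The reaction used 5 nM GALK, 100 uM galactose and 35 uM ATP at pH 8.0 (20 mM HEPES, 5 mM MgCl2, 60 mM NaCl, 1 mM DTT, 0.01% BSA).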
MLL CXXC-DNA inh: blocks binding of human MLL CXXC domain to DNA. MLL-CXXC / FITC-HOXA9 DNA fluorescence polarization. Potency, µM (series often up to 115 µM), for the others: at the top dose activity change, negative = inhibition, hits mostly inhibitors. actives 0.037% (n = 290,000); active = well fitted inhibition curve with a large enough effect in the polarisation, with a control signal flat, not every such curve was filed as active; inconclusive = small, poorly fitted or top-dose-only effect, or effect the other way, or a change in a side signal; inactive = no such curve, though single readings can be large or run the other way; the % refers to the polarisation; also: potency is read from the fitted curve at half-maximal effect
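Purified MLL-CXXC (added from a 7 uM solution) was preincubated 5 min at ambient with pinned compounds in 50 mM Tris-HCl pH 7.5, 50 mM NaCl, 1 mM DTT, 0.05% BSA. Fluorescein-labeled HOX-A9 DNA (50 nM solution) followed, 30 min, then polarization read.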
Menin MLL FP TR: displaces Texas Red mutant MLL peptide from human menin | Potency, µM (highest dose often 61.6 µM), inactives show at the top dose FP activity change, negative = inhibition, hits mostly inhibitors | O00255 | actives 0.23% (n = 270,000) | Menin + Texas Red MLL mutant peptide, fluorescence polarization; active = well fitted inhibition curve with a large enough effect in the polarisation, with a control signal flat, not every such curve was filed as active; inconclusive = small, poorly fitted or top-dose-only effect, or effect the other way, or a change in a side signal; inactive = no such curve, though single readings can be large or run the other way; the % refers to the polarisation; also: potency is read from the fitted curve at half-maximal effect; % of control where 0% means no effect; many of its hits are not listed in these tables
KCNH2 3.1 inh: KCNH2 3.1 (human) potassium channel inhibition; actives 0.95% (n = 340,000); U2OS KCNH2 3.1, thallium flux FluxOr; hits give low values; AID 720553; activity change, % (tested at about 1.8 µM);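 active = maximum activity change below -70%; inconclusive = maximum activity change from -70% to -50%; inactive = maximum activity change above -50%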;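 also: thallium influx rate constant from kinetic fluorescence after stimulation buffer; % is scaled to controls: 0 for no effect and ±100 for the full control effect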
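Thallium flux via FluxOr fluorescence (Red40 quencher, 45 min loading) in U2OS cells virally expressing the KCNH2 3.1 isoform (1.77 x 10^8 /mL virus, overnight at 37 C). Rate constants from 2-min kinetic reads post-stimulation, normalised to positive and negative controls.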
* hit, by the source's call; ? = inconclusive; / = not tested or not shown; [ ] = remark or other dose. Unless noted, calls follow the shape of the dose curve; as a rule, active = well fitted curve in the direction sought with a large enough effect; inconclusive = small, poorly fitted or top-dose-only effect, or another doubt; inactive = no such curve, though single readings can be large; an effect the other way counts as inactive or inconclusive.

SMILES,PKM2 act,KCNH2 WT inh,TRPV1 ag,Giardia kill,B2AR arrestin,FBPA coupling cs,USP2a block,GALK inh,MLL CXXC-DNA inh,Menin MLL FP TR,KCNH2 3.1 inh
CCOC(=O)Cc1csc(NC(NC(=O)OCC)(C(F)(F)F)C(F)(F)F)n1,10%,31,0,3,0.3%,-2,11%,1%,-4%,-11%,/
COC(=O)/C=C1\OC(c2ccccc2)=CC1=O,29%,/,-3,/,-1.2%,3,-5%,-1%,28%,0%,/
O=C(Nc1ccccc1)Nc1ccccc1-n1ccnc1,-2%,0,1,6,0.5%,1,2%,0%,17%,11%,22
CCN1C(=NCCc2cccs2)N[C@@H](c2cccs2)C(C(=O)OC)=C1C,3%,50,-1,15,-0.5%,0,0%,/,15%,-15%,-14
CC1(C)C([N+](=O)[O-])C(c2ccc(O)cc2)NC(c2ccc(O)cc2)C1[N+](=O)[O-] (stereo unspecified),6%,6,-1,29,-2.2%,1,-1%,-3%,-3%,9%,2
O=C(Cn1cncn1)N/N=C/c1c2ccccc2cc2ccccc12,1%,9,11,-9,0.2%,0,1%,1%,?,-22%,0
Cc1ccnc(NC(=O)CNC(=O)c2ccco2)c1,/,-3,-1,-2,0.3%,/,1%,/,/,/,1
O=C(Nc1nnc(S(=O)(=O)N2CCOCC2)s1)c1ccc(F)cc1,-7%,-2,-2,-15,-0.1%,-24,3%,/,/,16%,15
COc1ccccc1N1CCN(C(=O)CN(c2ccc(C)c(C)c2)S(C)(=O)=O)CC1,-1%,-8,0,-10,0.0%,-1,6%,-2%,0%,/,-21
CCOc1ccc(CCNC(=O)CCc2nc3ccccc3[nH]2)cc1OCC,-13%,2,2,-21,0.2%,0,-3%,-1%,4%,13%,-4
CC1=NNC(=O)C1CC(=O)N/N=C/c1ccncc1 (stereo unspecified),-16%,-1,5,?,0.0%,1,-3%,-2%,-5%,/,1
CCC(CC)C(=O)OCC(=O)Nc1ccc(S(=O)(=O)N2CCOCC2)cc1OC,8%,-1,-4,11,0.3%,0,3%,2%,3%,-6%,-9
CCCOc1ccc(CN(C)c2ncnc(N)n2)cc1,0%,-6,2,-3,-0.7%,-1,0%,/,1%,-2%,5
CC(C(=O)Nc1ccccc1)N1CCN(c2ccccn2)CC1 (stereo unspecified),/,-17,0,3,-0.2%,-2,1%,0%,-23%,1%,-3
Cc1ccc(NCN2C(=O)C3C4C=CC(C4)C3C2=O)cc1 (stereo unspecified),-1%,4,-3,-18,-1.2%,0,-1%,2%,-3%,0%,-5
CC(=O)c1nn(-c2ccc(Br)cc2)cc1C(=O)c1ccccc1,-14%,-1,12,-22,0.2%,0,6%,1%,15%,?,-2
CCCCC[C@@H]1C=C(C(=O)O)[C@H](c2ccc(F)cc2)N1S(=O)(=O)c1ccc(C)cc1,/,-7,/,-19,4.2%,/,-4%,/,/,/,2
CCC1CN(C(=O)N2CCC(C(=O)NCCc3ccc(OC)cc3OC)CC2)c2ccccc2O1 (stereo unspecified),/,2,3,-23,-0.4%,/,1%,-6%,13%,/,-2
Cc1ccc(-n2ncc3c(=O)[nH]c(SCC(=O)N4CCOCC4)nc32)cc1,0%,12,-3,?,0.2%,3,-1%,1%,-4%,-7%,-33
COc1ccc(/C=C/C(=O)Nc2cc(C)nn2-c2nc3ccccc3[nH]2)cc1,-20%,2,?,-22,-0.4%,-5,6%,1%,25%,1%,-32
NC(=O)NC(=O)COC(=O)CN1C(=O)C2CCCCC2C1=O (stereo unspecified),-2%,-5,-5,-4,-0.3%,1,2%,-1%,8%,1%,-7
Cc1c(NC(=O)COC(=O)Cc2ccc(F)cc2)c(=O)n(-c2ccccc2)n1C,/,1,-1,0,-0.1%,/,1%,/,/,/,-4
CCc1ccccc1NC(=O)CCNS(=O)(=O)c1ccc2c(c1)CCC(=O)N2,/,-13,2,10,0.1%,1,4%,-2%,4%,18%,13
O=C(CCc1ccccc1)C(=O)N1CCCC(C(=O)c2cccc(Cl)c2)C1 (stereo unspecified),0%,-24,23,-12,-1.2%,0,0%,0%,24%,-14%,6
O=C(CC1SCCNC1=O)Nc1ccc(F)c(Cl)c1 (stereo unspecified),-4%,-6,4,-22,-1.2%,1,-1%,3%,-6%,9%,7
CN1CC(=O)Nc2ccc(F)cc2C1=O,0%,-8,-1,-6,/,0,/,-1%,0%,-3%,-5
CNC(=S)/N=C/NOCc1ccc(Cl)cc1Cl,2%,3,?,1,-0.1%,-3,1%,0%,3%,?,-6
O=C(CN1CCCC1)Nc1ccc(S(=O)(=O)N2CCCCC2)cc1,5%,-1,27,-1,-0.2%,0,-1%,-4%,-19%,3%,11
O=C(CCSc1ccc(F)cc1)Nc1ccc(-n2cnnn2)cc1,-2%,-1,0,-3,0.1%,1,-1%,3%,-16%,11%,-3
Cc1nn2c(=O)cc(COC(=O)c3ccc(NC(=O)C(C)(C)C)cc3)nc2s1,/,24,1,-5,-0.8%,/,0%,-2%,11%,/,16
O=S(=O)(NC1C2CC3CC(C2)CC1C3)c1ccccc1 (stereo unspecified),/,7,23,-21,-0.3%,/,0%,/,/,/,-7
COc1cc(Cl)ccc1OCc1cc(C(=O)NC2CCc3ccccc32)no1 (stereo unspecified),-4%,1,-3,0,-0.2%,/,-1%,-4%,30%[activator],/,5
Cc1ccc(/C=C2/SC(=S)N(CCC(=O)NCCCN3CCOCC3)C2=O)cc1,-2%,8,3,26,0.1%,0,0%,-2%,-12%,-15%,3
N#C/C(=C\c1ccco1)c1nc2ccccc2s1,-1%,-1,?,-23,-0.1%,1,9%,/,-6%,16%,6
Cc1cc(NC(=O)CSCC(=O)OCC(=O)c2cccc(Br)c2)no1,/,-10,5,-14,-0.3%,/,-1%,/,/,/,5
CCC(=O)Nc1ccc(N2CCN(Cc3ccccc3F)CC2)cc1,1%,3,2,18,-0.2%,3,2%,3%,0%,10%,-11
COc1cccc(C(=O)NC(=S)Nn2cnnc2)c1OC,-7%,-4,-3,-16,0.2%,3,10%,-2%,4%,-1%,-13
CN1C(=O)c2ccc(C(=O)NC3CCCCC3)cc2C1=O,1%,6,-5,-6,0.0%,0,-4%,0%,5%,-11%,25
COc1ccc(N(CC(=O)NCc2ccc(F)cc2)C(=O)Cn2nnc(-c3ccc(C)o3)n2)cc1OC,-7%,20,2,9,0.1%,1,0%,-3%,18%,6%,5
c1cc(-c2cn(C[C@H]3CC[C@@H]([C@@H]4CC[C@H](Cn5cc(-c6ccsc6)nn5)O4)O3)nn2)cs1,26%,7,1,10,-0.2%,5,1%,/,1%,6%,10
CNc1nc(-c2c[nH]c3ccccc23)cs1,-23%,7,13,-1,0.1%,-5,-5%,0%,10%,?,5
COc1ccccc1NS(=O)(=O)c1ccc2oc(SCc3ccc(C#N)cc3)nc2c1,-3%,13,-5,1,-0.3%,1,2%,/,10%,-6%,-2
COc1ccccc1CC(=O)Nc1ccc(S(=O)(=O)N2CCCCC2)cc1,/,-7,4,-5,-0.1%,-3,2%,-2%,2%,6%,16
CCOc1ncccc1C(=O)Nc1nc(C(C)(C)C)cs1,1%,-12,-5,-26,0.2%,-7,-3%,-2%,8%,?,-9
Cc1ccc(NC(=O)CCN2C(=O)NC3(CCCC3)C2=O)c(C)c1,/,2,3,30,-0.1%,/,1%,/,/,/,15
COc1cccc(-c2nc(-c3ccc(NC(=O)c4cccs4)cc3)no2)c1,-2%,-1,3,1,0.5%,1,1%,2%,4%,?,0
Cn1c(=O)c2c(=O)cc(NNC(=O)C(C)(C)C)[nH]c2n(C)c1=O,0%,9,2,0,-0.2%,1,1%,0%,6%,7%,13

Source: PubChem (National Center for Advancing Translational Sciences (NCATS))

A portion of the library. The share of hits here may be higher or lower than overall.
